Bioassay records as filed in PubChem BioAssay.
14-3-3 PPI – 14-3-3 gamma protein interaction modulation. FP, 14-3-3gamma / TMR-pS259-Raf peptide binding. inhibition, % at 40 µM. P61981. 160,000 compounds, 0.19% hits. AID 422; in the data active means inhibition above about 30%;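 further: 0% = protein plus tracer without compound and 100% = blank with tracer alone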
Target sequence (P61981 whole entry, looked up): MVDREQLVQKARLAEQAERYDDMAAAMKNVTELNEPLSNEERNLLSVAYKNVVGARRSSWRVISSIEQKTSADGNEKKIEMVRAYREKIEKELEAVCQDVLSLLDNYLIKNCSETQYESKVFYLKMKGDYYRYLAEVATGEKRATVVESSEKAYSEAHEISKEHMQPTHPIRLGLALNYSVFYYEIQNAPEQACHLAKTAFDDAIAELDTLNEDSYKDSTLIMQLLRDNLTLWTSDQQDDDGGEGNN
* hit, by the source's call; & = joins results of further samples. Only part of the results is shown; rates above refer to the full screens.

Results for CS(=O)(=O)N(CC(=O)N1CCCC1)c1ccc(OCc2ccccc2)cc1 ?
14-3-3 PPI: -8

Results for Cc1ccc(C)c(C(=O)CC2(O)C(=O)Nc3ccccc32)c1 (centres undefined) ?
14-3-3 PPI: 4

Results for COC(=O)C1=C(C)N=C2SCCC(=O)N2C1c1ccc(Cl)cc1 (centres undefined) ?
14-3-3 PPI: 0

What do the screens show for `Nc1nc2n(n1)C(c1ccco1)CC(c1ccc(Cl)c(Cl)c1)N2` (centres undefined)?
14-3-3 PPI: -4

Results for Clc1ccccc1Cn1nnc2c(NCCN3CCOCC3)ncnc21 ?
14-3-3 PPI: 6

How did CCCn1c2ccc(Br)cc2c2nc3ccccc3nc21 do in these assays?
14-3-3 PPI: -3

How did CN(C)c1ccc(C(=S)N2CCCC2)cc1Br do in these assays?
14-3-3 PPI: 5

Results for Cc1nc(/N=C(\N)Nc2cccc(Cl)c2C)[nH]c(=O)c1C ?
14-3-3 PPI: -2

Results for Cc1ccc2c(c1)C1C=CCC1C(C(=O)O)N2 (centres undefined) ?
14-3-3 PPI: -132&-179

What do the screens show for `Cn1nc(-c2ccc(Cl)cc2)c2cc(C(=O)NCCCN3CCCC3)sc21`?
14-3-3 PPI: -4

How did Cc1cc(S(=O)(=O)Nc2cccc(O)c2)c(C)s1 do in these assays?
14-3-3 PPI: -7

Results for CC(=O)c1ccc(N2CCN(C(=O)c3ccc(Cn4c(=S)[nH]c5ccc(N6CCOCC6)cc5c4=O)cc3)CC2)cc1 ?
14-3-3 PPI: -11

How did Cc1ccc(Nc2c([N+](=O)[O-])ccc3c2C(=O)c2ccccc2C3=O)cc1 do in these assays?
14-3-3 PPI: -6

What do the screens show for `Cc1ccccc1OCC(=O)Nc1ccc(OC(C)C)cc1`?
14-3-3 PPI: -7

How did CC(=O)N1CCN(S(=O)(=O)c2ccc(C)cc2)C1c1ccccc1 (centres undefined) do in these assays?
14-3-3 PPI: 0

What do the screens show for `CCSc1nnc(NC(=O)c2c(-c3ccccc3Cl)noc2C)s1`?
14-3-3 PPI: -19

What do the screens show for `Cc1cccc(-n2ccnc2SCC(=O)N2CCCc3ccccc32)c1C`?
14-3-3 PPI: -2

Results for COCCN(CCOC)c1ncnc2c1c(-c1ccccc1)cn2-c1cccc(C(F)(F)F)c1 ?
14-3-3 PPI: -5

How did O=[N+]([O-])c1cc(O)c2ncccc2c1 do in these assays?
14-3-3 PPI: 2

What do the screens show for `CCOc1ccccc1NC(=O)C1=C(C)NC(=O)NC1c1ccc(OC)cc1` (centres undefined)?
14-3-3 PPI: -6

How did Cc1nnc(SCCOC(N)=O)n1C do in these assays?
14-3-3 PPI: -2

What do the screens show for `O=C(CSc1nc(-c2ccc(Br)cc2)cn1-c1ccccc1F)c1cccs1`?
14-3-3 PPI: -11

How did CCC(=O)N1CCNC(=O)C1CC(=O)Nc1ccc(C)c(Cl)c1 (centres undefined) do in these assays?
14-3-3 PPI: -14

How did CC1CCC(NC(=O)c2ccc(N3CCCC3=O)cc2)CC1 (centres undefined) do in these assays?
14-3-3 PPI: 1&-6

Results for COc1cc(OC)cc(-c2nnc(SCC(=O)N3CCOCC3)o2)c1 ?
14-3-3 PPI: 0

How did CCCCCC(C)C(C)c1cc(=O)c2c(c1)oc(=O)c1ccc[nH]c12 (centres undefined) do in these assays?
14-3-3 PPI: -1

What do the screens show for `Cc1cc(C)c(C#N)c(SCC(=O)NC2CC2)n1`?
14-3-3 PPI: 0

What do the screens show for `N#Cc1c(N)n(-c2ccc(Br)cc2)c2nc3ccccc3nc12`?
14-3-3 PPI: -14

Results for O=C(CCSCCc1ccncc1)NCc1ccc(Cl)cc1 ?
14-3-3 PPI: -1

Results for O=C(NCCO)c1ccc(-c2nnc(Nc3ccc(O)cc3)c3ccccc23)cc1 ?
14-3-3 PPI: 0

What do the screens show for `O=C(NCCCN1CCOCC1)c1ccc(Br)cc1`?
14-3-3 PPI: -5

How did COC(=O)c1sc2nc(-c3ccccc3)nc(N3CCN(C)CC3)c2c1C do in these assays?
14-3-3 PPI: -27

Results for COc1cc(C(=O)Nc2nc(-c3ccc(C(C)(C)C)cc3)cs2)cc(OC)c1OC ?
14-3-3 PPI: -2

What do the screens show for `CC(=O)N1CC2([N+](=O)[O-])CN(C(C)=O)CC([N+](=O)[O-])(C1)C2(C)C`?
14-3-3 PPI: 0

Results for CC(C)(C)NCC(=O)N1CC(=O)Nc2ccccc21 ?
14-3-3 PPI: -6

Results for Cc1ccc(S(=O)(=O)NCCC(=O)NCc2ccccc2)cc1 ?
14-3-3 PPI: -1&-15

How did CSc1ccccc1NC(=O)c1cc2n(n1)C(C(F)(F)F)CC(c1ccc(Cl)cc1)N2 (centres undefined) do in these assays?
14-3-3 PPI: -5

How did c1ccc(C(c2ccccc2)N2CCN(CCCc3c[nH]c4ccccc34)CC2)cc1 do in these assays?
14-3-3 PPI: 1

Results for O=S(=O)(Nc1ccc2c(c1)nc1n2CCN(Cc2ccccc2)C1)c1ccccc1 ?
14-3-3 PPI: -11

Results for CCOC(=O)N1CCN(C(=O)CSc2nnc(-c3ccccc3OC)o2)CC1 ?
14-3-3 PPI: -7

Results for CCn1c(SCC(=O)c2[nH]c(C)c(C(C)=O)c2C)nnc1-c1cccs1 ?
14-3-3 PPI: -4

Results for Cc1ccc(CNC(=O)c2ccc3nc(C)c(C)nc3c2)cc1 ?
14-3-3 PPI: -3

Results for CCn1nc(C(=O)O)c(=O)c2cc3c(cc21)OCO3 ?
14-3-3 PPI: -6&1

Results for Cc1cc(C)nc(-n2nc(C)c(Sc3ccc(F)cc3)c2N)n1 ?
14-3-3 PPI: -5

What do the screens show for `Cc1ccccc1-n1c(SCC(=O)N2CCOCC2)nc(O)cc1=O`?
14-3-3 PPI: 3

What do the screens show for `CC(=O)NC1(C(F)(F)F)C(=O)Nc2c1c(=O)[nH]c(=O)n2-c1ccccc1` (centres undefined)?
14-3-3 PPI: -1

How did COc1ccc(CC(=S)N2CCOCC2)cc1 do in these assays?
14-3-3 PPI: 1

Results for CCCc1sc(NC(=O)c2ccc(C)cc2)c(C(=O)O)c1C ?
14-3-3 PPI: -15

Results for CC(NC(=O)c1ccco1)C(c1cccs1)N1CCOCC1 (centres undefined) ?
14-3-3 PPI: 5

Results for Cc1cc2c(N3CCN(c4ccc(F)cc4)CC3)ncnc2s1 ?
14-3-3 PPI: -3

What do the screens show for `CCCOc1ccc(OCCSc2ncccn2)cc1`?
14-3-3 PPI: -11

How did COc1ccccc1-c1cc(NC(=O)Nc2ccc(Cl)cc2)n[nH]1 do in these assays?
14-3-3 PPI: -1

What do the screens show for `CCCCOc1ccc(S(=O)(=O)N2CCSC2c2ccc(OC)c(Br)c2)cc1` (centres undefined)?
14-3-3 PPI: -5

Results for CN(Cc1ccccc1)C(=O)c1cc(-c2ccc3c(c2)OCO3)on1 ?
14-3-3 PPI: 3

What do the screens show for `CC1CC(C)CN(C(=O)c2c[nH]c3ccc(S(=O)(=O)N4CCOCC4)cc3c2=O)C1` (centres undefined)?
14-3-3 PPI: 12

Results for C(=Cc1ccccc1)CN1CCN(c2ncnc3sc4c(c23)CCCC4)CC1 ?
14-3-3 PPI: -1

What do the screens show for `CCCOc1c(OC)cccc1C1CC(=O)Nc2cc3c(cc21)OCCO3` (centres undefined)?
14-3-3 PPI: -4

What do the screens show for `CC1CCN(S(=O)(=O)c2ccc3[nH]c(=O)cc(C(=O)NC4CCCCC4C)c3c2)CC1` (centres undefined)?
14-3-3 PPI: 1

How did CCOC(=O)c1ccc2c(c1)C1C=CCC1C(c1cccc(Br)c1)N2 (centres undefined) do in these assays?
14-3-3 PPI: -128

Results for Nc1nc(Cl)cc(NCCCCCC(=O)O)n1 ?
14-3-3 PPI: -5

What do the screens show for `O=C(Nc1ccc(-c2noc(-c3ccc(Cl)cc3)n2)cc1)c1ccc(Br)o1`?
14-3-3 PPI: -92

Results for O=C(NCC1CCCO1)C1CCN(S(=O)(=O)c2ccc(F)cc2)CC1 (centres undefined) ?
14-3-3 PPI: -2

What do the screens show for `C=CCN1C(=O)C(=O)/C(=C(/O)c2ccc(C)cc2)C1c1ccc(Br)cc1` (centres undefined)?
14-3-3 PPI: -4

How did O=C(O)C1CCN(C(=O)c2ccc(=O)[nH]c2)CC1 do in these assays?
14-3-3 PPI: 1

What do the screens show for `Cc1cc(C(=O)CN2CCOCC2)c(C)n1-c1cccc(F)c1`?
14-3-3 PPI: -3

Results for O=C(Nc1ccc2c(c1)C(=O)N(c1ccc(Br)cc1)C2=O)c1ccccc1 ?
14-3-3 PPI: -9

Results for COc1cc(OC)cc(C(=O)Nc2ccc(-c3nc4ccccc4o3)cc2)c1 ?
14-3-3 PPI: -8

What do the screens show for `COc1ccc(-n2nc3cc(C)c(NC(=O)c4cccc([N+](=O)[O-])c4)cc3n2)cc1`?
14-3-3 PPI: -10

How did Cc1cc(C)c2c(=O)[nH]c(SCC(=O)c3ccc(C)c(C)c3)nc2n1 do in these assays?
14-3-3 PPI: -10

How did O=C1Nc2ccc(Br)cc2C1(O)N1CCCCCC1 (centres undefined) do in these assays?
14-3-3 PPI: -2

What do the screens show for `Cc1ccc(C(=O)Nc2c3c(nn2-c2cccc(C)c2C)CS(=O)(=O)C3)cc1`?
14-3-3 PPI: -2

How did COc1ccc(OC)c(C2C3=C(CC(C)(C)CC3=O)Nc3ccc4ccccc4c32)c1 (centres undefined) do in these assays?
14-3-3 PPI: 3

What do the screens show for `COc1cc(C=Nc2ccc(S(=O)(=O)Nc3ccccn3)cc2)cc(OC)c1OC`?
14-3-3 PPI: 2

Results for Cc1sc2c(c1C)c(=O)n(-c1ccc3c(c1)OCO3)c(=O)n2Cc1ccccc1F ?
14-3-3 PPI: -18

How did COc1ccc(C(=O)CCC(=O)O)cc1 do in these assays?
14-3-3 PPI: -3

What do the screens show for `C=CCC1c2cccc(C(=O)O)c2C(=O)N1c1ccc(F)cc1` (centres undefined)?
14-3-3 PPI: 0

Results for CCOc1ccc2oc(-c3ccccc3)c(C(=O)N3CCN(C)CC3)c2c1 ?
14-3-3 PPI: -7

How did CC(=O)Cc1nsc(Nc2cccc(Cl)c2)n1 do in these assays?
14-3-3 PPI: -5

Results for CCn1c(=O)cc(OCC(=O)NCCCN2CCC(C)CC2)c2ccccc21 ?
14-3-3 PPI: -5

How did CCOC(=O)c1cccc(NC(=O)COc2ccccc2Br)c1 do in these assays?
14-3-3 PPI: -8

Results for Cc1ccc(Cl)cc1NC(=O)Cn1c(=O)n(CCC(=O)NC2CCCC2)c(=O)c2ccccc21 ?
14-3-3 PPI: -5

How did O=C(NCCCN1CCCC1)C1CCC(Cn2c(=O)[nH]c3ccccc3c2=O)CC1 (centres undefined) do in these assays?
14-3-3 PPI: -2

Results for CCOc1ccc(N=C2SC(C(=O)Nc3ccccc3OC)CC(=O)N2Cc2ccc(Cl)cc2)cc1 (centres undefined) ?
14-3-3 PPI: 0

Results for Cc1ccccc1OCC(O)Cn1c(NCc2ccco2)nc2c1c(=O)n(C)c(=O)n2C (centres undefined) ?
14-3-3 PPI: 1

How did CCSc1ccccc1C(=O)Nc1nncs1 do in these assays?
14-3-3 PPI: -6

What do the screens show for `CCCCN(CC)CCNc1c(NC2CCN(C(=O)OCC)CC2)c(=O)c1=O`?
14-3-3 PPI: -4

How did COCCOC(=O)C1=C(C)NC2=C(C(=O)CC(c3ccc(OC)c(OC)c3)C2)C1c1ccc(F)cc1 (centres undefined) do in these assays?
14-3-3 PPI: -7

What do the screens show for `CCC(Oc1ccccc1)C(=O)Nc1ccc(S(=O)(=O)NCC2CCCO2)cc1` (centres undefined)?
14-3-3 PPI: 2

What do the screens show for `COc1ccc(-n2c(-c3ccc(Br)cc3)nc3cc4c(cc32)OCO4)cc1`?
14-3-3 PPI: 0

Results for O=C(C1Cc2ccccc2O1)N1CCCCC1 (centres undefined) ?
14-3-3 PPI: 6

Results for CCN(CC)C(=O)CN1C(=O)C2(NC(=O)c3ccccc3N2)c2ccccc21 (centres undefined) ?
14-3-3 PPI: -8

Results for CC(=O)Nc1sc2c(c1SC#N)CCCC2 ?
14-3-3 PPI: -14

Results for Cc1cc2[nH]c(=O)cc(-c3ccccc3)n2n1 ?
14-3-3 PPI: -11

Structures above that contain an NH in an aromatic ring:
Results for Cc1nc(/N=C(\N)Nc2cccc(Cl)c2C)[nH]c(=O)c1C ?
14-3-3 PPI: -2

Results for CC(=O)c1ccc(N2CCN(C(=O)c3ccc(Cn4c(=S)[nH]c5ccc(N6CCOCC6)cc5c4=O)cc3)CC2)cc1 ?
14-3-3 PPI: -11

How did CCCCCC(C)C(C)c1cc(=O)c2c(c1)oc(=O)c1ccc[nH]c12 (centres undefined) do in these assays?
14-3-3 PPI: -1

How did c1ccc(C(c2ccccc2)N2CCN(CCCc3c[nH]c4ccccc34)CC2)cc1 do in these assays?
14-3-3 PPI: 1

Results for CCn1c(SCC(=O)c2[nH]c(C)c(C(C)=O)c2C)nnc1-c1cccs1 ?
14-3-3 PPI: -4

What do the screens show for `CC(=O)NC1(C(F)(F)F)C(=O)Nc2c1c(=O)[nH]c(=O)n2-c1ccccc1` (centres undefined)?
14-3-3 PPI: -1

How did COc1ccccc1-c1cc(NC(=O)Nc2ccc(Cl)cc2)n[nH]1 do in these assays?
14-3-3 PPI: -1

What do the screens show for `CC1CC(C)CN(C(=O)c2c[nH]c3ccc(S(=O)(=O)N4CCOCC4)cc3c2=O)C1` (centres undefined)?
14-3-3 PPI: 12

What do the screens show for `CC1CCN(S(=O)(=O)c2ccc3[nH]c(=O)cc(C(=O)NC4CCCCC4C)c3c2)CC1` (centres undefined)?
14-3-3 PPI: 1

How did O=C(O)C1CCN(C(=O)c2ccc(=O)[nH]c2)CC1 do in these assays?
14-3-3 PPI: 1

How did Cc1cc(C)c2c(=O)[nH]c(SCC(=O)c3ccc(C)c(C)c3)nc2n1 do in these assays?
14-3-3 PPI: -10

How did O=C(NCCCN1CCCC1)C1CCC(Cn2c(=O)[nH]c3ccccc3c2=O)CC1 (centres undefined) do in these assays?
14-3-3 PPI: -2

Results for Cc1cc2[nH]c(=O)cc(-c3ccccc3)n2n1 ?
14-3-3 PPI: -11
